# High-throughput results (PubChem)
# PvdQ acylase: blocks Pseudomonas aeruginosa PvdQ acylase activity | AID 488965 | purified PvdQ acylase, fluorescence plate reader | hit rate 0.063% among 340,000 | inhibition, % at 10 µM; in the data active = inhibition above about 30%, passing the limit was not always enough;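 note: 0% = vehicle neutral wells and 100% = reference inhibitor wells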
# dFosB activator: enhances mouse delta FosB homodimer DNA binding; P13346; purified delta FosB, TAMRA-CDK5 oligo fluorescence polarization; percent of positive-control signal above neutral wells; activation, % at 25 µM; hit rate 0.99% among 340,000; AID 493131;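 active = mean activation above about 17%, with every replicate also reaching it, limit read from the data, passing the limit was not always enough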;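 note: fluorescence polarization rise as delta FosB binds a TAMRA Cdk5 AP-1 oligo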
# NSD2 inh: inhibitors of human histone methyltransferase NSD2. NSD2 peptide methylation, AlphaScreen, 120 min. inhibition, % at 12.5 µM. hit rate 0.54% among 310,000. AID 743445; in the data active = inhibition above about 50%
# Target sequence (O96028 whole entry, looked up): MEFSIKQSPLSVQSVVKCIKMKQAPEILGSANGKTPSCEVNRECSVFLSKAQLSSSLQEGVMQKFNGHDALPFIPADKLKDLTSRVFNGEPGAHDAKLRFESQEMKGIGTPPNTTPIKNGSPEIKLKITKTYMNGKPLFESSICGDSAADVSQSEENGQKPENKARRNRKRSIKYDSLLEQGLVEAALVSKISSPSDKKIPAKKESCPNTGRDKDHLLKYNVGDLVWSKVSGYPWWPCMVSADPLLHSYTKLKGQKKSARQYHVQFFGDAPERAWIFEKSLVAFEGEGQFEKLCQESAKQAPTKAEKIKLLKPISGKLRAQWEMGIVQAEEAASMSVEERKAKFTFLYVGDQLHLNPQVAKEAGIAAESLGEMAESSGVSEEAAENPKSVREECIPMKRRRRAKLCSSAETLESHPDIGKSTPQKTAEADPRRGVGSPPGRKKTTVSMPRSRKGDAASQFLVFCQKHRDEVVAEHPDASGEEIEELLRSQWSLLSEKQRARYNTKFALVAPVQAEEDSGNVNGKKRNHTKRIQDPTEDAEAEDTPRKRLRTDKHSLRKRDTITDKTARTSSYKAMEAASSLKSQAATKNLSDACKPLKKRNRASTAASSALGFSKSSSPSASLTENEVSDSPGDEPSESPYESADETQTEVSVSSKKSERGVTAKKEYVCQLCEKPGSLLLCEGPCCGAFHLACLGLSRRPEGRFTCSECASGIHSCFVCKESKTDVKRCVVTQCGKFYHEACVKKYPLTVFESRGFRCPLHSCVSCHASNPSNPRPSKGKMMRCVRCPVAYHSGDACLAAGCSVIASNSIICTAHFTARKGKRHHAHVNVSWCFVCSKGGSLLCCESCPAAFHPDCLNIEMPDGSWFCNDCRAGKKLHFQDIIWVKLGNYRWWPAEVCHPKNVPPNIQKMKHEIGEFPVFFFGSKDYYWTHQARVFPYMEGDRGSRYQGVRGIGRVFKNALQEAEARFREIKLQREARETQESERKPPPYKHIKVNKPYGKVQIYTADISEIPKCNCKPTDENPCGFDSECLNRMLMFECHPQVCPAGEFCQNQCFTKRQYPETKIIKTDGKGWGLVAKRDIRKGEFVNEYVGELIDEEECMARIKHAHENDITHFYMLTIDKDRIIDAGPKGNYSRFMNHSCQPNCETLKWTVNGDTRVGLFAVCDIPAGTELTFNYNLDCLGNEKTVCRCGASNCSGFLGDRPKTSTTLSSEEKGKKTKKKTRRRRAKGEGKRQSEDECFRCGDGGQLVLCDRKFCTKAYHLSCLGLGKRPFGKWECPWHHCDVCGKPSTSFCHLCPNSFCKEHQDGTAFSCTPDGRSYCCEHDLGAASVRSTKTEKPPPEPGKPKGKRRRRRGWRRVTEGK
# HTR5A ag ctr: counter-screen for OPRM1-OPRD1 agonists: human HTR5A agonism; P47898; HTR5A agonist assay, luminescence, cell-based; activation, % at 9.3 µM; hit rate 0.61% among 340,000; AID 504692; in the data active = activation mostly above about 9.5%, no sharp cut-off; inactive = mostly below about 7.6%;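 note: 0% = cells with vehicle only and 100% = reference agonist; strong numbers were not always called active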
# V-ATPase pHluor: alters yeast V-ATPase proton transport; S. cerevisiae, pHLuorin cytosolic pH fluorescence; response, % at 10 µM; hit rate 0.37% among 350,000; AID 504577; in the data active = response mostly above about 7.3%, no sharp cut-off; inactive = mostly below about 5.4%; note: actives read high; inactives centre near 0; some compounds called inactive have numbers as strong as hits; reference of the scale not given here
# CDK5 inh: CDK5/p35 (human) kinase inhibition | AID 488839 | Recombinant CDK5/p35, ADP-Glo luminescence, 60 min | hit rate 0.01% among 330,000 | Q00535+Q15078 | inhibition, % at 10 µM;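 active = highest replicate inhibition of at least 50% and at least 75% of replicates reaching 50%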;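 note: plate controls were DMSO neutral control for no effect and GW8510 at 10 µM for full effect; many of its hits are not listed in these tables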
# HTR5A inv ctr: HTR5A inverse agonism, opioid heterodimer counter-screen | hit rate 0.083% among 340,000 | P47898 | HTR5A cell line, luminescence | AID 504634 | inhibition, % at 9.3 µM; in the data active = inhibition mostly above about 23%, no sharp cut-off; inactive = mostly below about 18%;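 note: 0% = cells with DMSO and 100% = no-cell wells with DMSO; some compounds called inactive have numbers as strong as hits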
# SR-BI HDL uptake: blocks mouse SR-BI lipid uptake from DiI-HDL; inhibition, % at 12.5 µM; ldlA[mSR-BI] CHO cells, DiI-HDL uptake fluorescence, 3 h; Q61009; hit rate 0.96% among 320,000;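 active = mean replicate inhibition of at least 70% and a set share of replicates each scoring 70 or more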;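 note: 0% = median of neutral control wells and 100% = median of positive control wells; values of inactives mirror those of a sister screen read the other way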
# MITF TRPM1 HTS: MITF TRPM1 promoter activation in melanoma cells. SK-MEL-5 TRPM1-promoter luciferase, 24 h; % of positive control, neutral wells = 0. activation, % at 12.5 µM. hit rate 0.75% among 300,000. AID 588334;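 active = mean activation of at least 80% with every replicate also reaching 80%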;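 note: 0% = neutral control wells and 100% = parthenolide positive control wells; values of inactives mirror those of a sister screen read the other way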
# Wnt act: activators of Wnt/beta-catenin signaling; Wnt/beta-catenin reporter cell assay, activator, plate reader; activation, % at 9.35 µM; hit rate 1.2% among 300,000; in the data active = activation above about 30%, passing the limit was not always enough;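 note: 0% = neutral control wells and 100% = positive control wells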
# The depositor's hits bear a star; x = no result given; & = joins results of further samples.
SMILES,PvdQ acylase,dFosB activator,NSD2 inh,HTR5A ag ctr,V-ATPase pHluor,CDK5 inh,HTR5A inv ctr,SR-BI HDL uptake,MITF TRPM1 HTS,Wnt act
C/C(=N\Oc1cccc(F)n1)c1ccc(Cl)cc1Cl,-15,4,-6,-4,1,-1.0,16,-2,20,x
COc1cc(/C=N/n2c(-c3cc(C)[nH]n3)n[nH]c2=S)cc(OC)c1OC,-14,-12,0,-2,0,0.5,19,-4,x,-2
O=C(NCCN1CCOCC1)c1cc(-c2ccccc2Cl)nc2ccccc12,-11,-2,-1,6,-4,-1.1,-15,4,6,1
CC(=O)Nc1ccc(C(=O)OCc2ccc(F)cc2)cc1,2,-4,-3,-1,2,-0.7,2,6,7,3
COc1ccccc1C(=O)NNC(=S)NC(=O)c1cccs1,19,3,-1,2,1,-0.8,-8,13,-11,-5
C#Cc1ccc([C@H]2C=C(C(=O)N3CCN(Cc4ccc5c(c4)OCO5)CC3)O[C@@H](OCc3ccc(CO)cc3)C2)cc1,3,-7,x,-5,4,-0.6,12,11,7,-6
Cc1onc(-c2ccccc2)c1C(=O)NCc1cccnc1,-9,-2,-2,-3,3,-1.0,-2,-9,1,x
Cc1cc(C)nc(NS(=O)(=O)c2ccc(NC(=O)Cn3c(=O)oc4ccccc43)cc2)n1,-11,-1,x,-3,-2,-0.2,8,-11,x,0
Cc1ccccc1/C(N)=N/O,-4,-2,-1,1,2,0.4,-3,-9,-5,x
Cc1cc(C(=O)NCCCc2ccccc2)no1,-9,3,-4,-1,2,-1.2,-8,-10,2,-1
COc1cc(NC(=O)[C@H]2CSCN2C(=O)[C@@H]2CCC(=O)N2)cc(OC)c1OC,-11,3,x,5,7,-2.2,-19,-9,3,-2
O=c1[nH]c(SCc2ccccc2Cl)nc2c1CCCC2,-7,-9,7,-1,3,1.9,-4,-11,-14,x
Cc1ccccc1-n1c(=O)n(Cc2ccccc2)c(=O)c2[nH]cnc21,-11,5,-2,-8,2,0.0,3,1,2,0
CCN(C(=O)CSc1nnc(NCc2ccccc2)s1)C1CCS(=O)(=O)C1 (stereo not given),-18,-4,-2,0,-2,-2.4,17,-8,3,-3
O=C(NCC1COc2ccccc2O1)c1ccc(Br)s1 (stereo not given),-3,-12,-6,1,-4,0.5,-26,1,77,7
CC1CCN(C(=O)CSC2=NS(=O)(=O)c3cc(F)ccc3N2)CC1,1,7,-2,5,-4,-0.1,-13,12,4,-2
S=C(NCc1ccccc1)NNc1ccccc1,-14,-5,-1,3,3,-1.0,-1,3,-7,2
OC1(c2cccc(C(F)(F)F)c2)CCN(Cc2nnnn2Cc2ccccc2)CC1,-11,-14,-2,-3,-1,0.6,7,9,2,-8
COCCCN1C(=O)C(=O)/C(=C(/O)c2ccc(S(=O)(=O)N3CCOCC3)cc2)C1c1ccc(F)cc1 (stereo not given),-4,-9,-7,5,5,-0.9,15,21,-3,2
N#CCCN(C1CCCCC1)S(=O)(=O)c1cccc2nsnc12,2,-6,2,3,1,0.1,10,-5,6,x
O=C1C(=O)N(Cc2ccncc2)C(c2cccc(O)c2)/C1=C(\O)c1ccc2c(c1)OCCO2 (stereo not given),6,-13,3,4,-9,-0.8,-18,-27,-6,-2
CC(C)(C)NC(=O)CSc1nc2ccccc2c(=O)[nH]1,-4,5,-1,1,-2,0.7,-4,3,20,2
CCOc1ccc(CNC(=O)c2ccc(Sc3ccc(C)cc3)c(NC(C)=O)c2)cc1,3,-7,1,0,-2,0.6,-1,-3,-3,x
COC(=O)Nc1ccc2c(c1)N(C(=O)CCN1CCN3CCCC3C1)c1ccccc1CC2 (stereo not given),-16&-13,-7&-4,-3&0,2&1,5&1,-0.4&-2.2,-5&3,-19&-22,4&5,-2&-4
CCCCNC(=S)NNC(=O)c1c(C)nc2ccccn12,0,0,-2,-1,-1,1.4,-14,-6,-2,-1
O=c1oc2c(CN3CCOCC3)c(O)ccc2c2ccccc12,-10,7,3,-7,2,-1.8,-17,2,33,x
CCOC(=O)Nc1cc(NC(=O)OCC)ncn1,11,-2,0,-2,-8,0.3,10,-8,-2,-1
COc1ccc2c(COC(=O)CNC(=O)C34CC5CC(CC(C5)C3)C4)cc(=O)oc2c1,-11,-10,-1,1,1,0.1,3,4,10,-3
CCOC(=O)Cc1nnc(NC(=O)Nc2ccccc2)s1,-7,-4,0,-1,0,3.6,13,13,3,-4
O=C(Nc1cc(C(F)(F)F)ccc1F)C1CCCCC1,-12,-9,0,2,7,-1.7,-16,-30,2,-4

# Compounds listed so far that contain an aryl thioether with sulfur outside any ring, in the order listed:
SMILES,PvdQ acylase,dFosB activator,NSD2 inh,HTR5A ag ctr,V-ATPase pHluor,CDK5 inh,HTR5A inv ctr,SR-BI HDL uptake,MITF TRPM1 HTS,Wnt act
O=c1[nH]c(SCc2ccccc2Cl)nc2c1CCCC2,-7,-9,7,-1,3,1.9,-4,-11,-14,x
CCN(C(=O)CSc1nnc(NCc2ccccc2)s1)C1CCS(=O)(=O)C1 (stereo not given),-18,-4,-2,0,-2,-2.4,17,-8,3,-3
CC(C)(C)NC(=O)CSc1nc2ccccc2c(=O)[nH]1,-4,5,-1,1,-2,0.7,-4,3,20,2
CCOc1ccc(CNC(=O)c2ccc(Sc3ccc(C)cc3)c(NC(C)=O)c2)cc1,3,-7,1,0,-2,0.6,-1,-3,-3,x

# Next section:
SMILES,PvdQ acylase,dFosB activator,NSD2 inh,HTR5A ag ctr,V-ATPase pHluor,CDK5 inh,HTR5A inv ctr,SR-BI HDL uptake,MITF TRPM1 HTS,Wnt act
O=C(O)C1=C[C@H](C2CC2)C[C@H](OCCCCO)O1,-9,-1,x,1,1,1.4,-3,3,5,-4
COc1ccc2c(c1OC)C(=O)OC2Nc1nc(-c2cc3cc([N+](=O)[O-])ccc3oc2=O)cs1 (stereo not given),2,-1,-5,1,6,-0.7,1,-16,10,-2
COc1ccc(CCN(C)C(=O)Cn2c(=O)oc3ccccc32)cc1OC,3,-3,11,3,-4,-3.3,-9,x,-2,-3
COC(=O)c1ccc(CSC2=NC[C@@H]3[C@@H]4C(=O)N(C)C(=O)[C@@H]4[C@](Cc4ccccc4)(C(=O)OC)N23)cc1,-4,-3,x,-1,-2,-0.7,5,4,9,-1
COCCNC(=S)N1CCN(c2cccc(C(F)(F)F)c2)CC1,-3,-6,-2,5,-1,0.5,-13,6,4,-2
CS(=O)(=O)NCCSCc1ccco1,3,2,7,-1,1,5.4,2,-7,-5,-2
Cc1ccc2c(CC(=O)NCCc3ccc(S(N)(=O)=O)cc3)coc2c1,-16,-7,-4,2,0,-1.0,-4,-24,3,6
COCc1cc(C)nc(SCc2ccc(Cl)cc2)c1C#N,-5,0,-5,3,-1,0.6,-11,32,9,2
O=C(Nc1cc(Cl)ccc1N1CCOCC1)c1ccc(N2CCCC2=O)cc1,-5,-3,11,-3,2,1.9,9,67,1,-5
C=CCOC(=O)C1=C(C)NC(=O)NC1c1ccc(OCC)cc1 (stereo not given),-6,0,-1,-4,-2,-5.2,16,2,x,-1
CN(C)S(=O)(=O)c1ccc(Cl)c(NC(=O)CN2CCN(c3ccccn3)CC2)c1,0,0,1,-1,1,1.1,4,7,-13,-4
COc1ccc(S(=O)(=O)N2Cc3ccccc3CC2C(=O)Nc2nccs2)cc1 (stereo not given),-16,-2,-9,1,2,-2.3,-16,-8,44,x
CN1CCN(c2c(F)cc3c(=O)c(C(=O)O)cn4c3c2OCN4C)CC1,-10,-3,5,-2,2,0.2,13,-8,x,0
Cc1ccc(NC(=O)C[n+]2ccccc2)cc1[N+](=O)[O-],-11,-2,2,-5,0,0.6,8,-14,0,-4
N=c1c[n+](-c2ccc(Cl)cc2)[n-]o1,16,2,0,1,3,-0.8,1,6,-12,x
CC(C)CNC(=S)NC1CC2CCCC(C1)N2Cc1cccs1 (stereo not given),-1,-5,1,9,-4,2.4,-2,-16,-1,0
CC/C(=N\NC(=O)c1c[nH]c2ccccc12)c1cccs1,6,-4,0,0,-4,1.0,0,2,26,17
CCOC(=O)CC1=NN(c2ccccc2)C(=O)/C1=C\c1ccc(OC)cc1OC,4,-3,17,1,-4,0.8,-4,-14,0,-5
Cc1ccc(Oc2nc(-c3cccnc3)nc3ccccc23)c([N+](=O)[O-])n1,-4,-5,-2,3,-3,0.7,-5,20,-8,-2
Cc1ccc(CS(=O)(=O)c2ccccc2-c2nnc(-c3ccc(Cl)cc3)o2)cc1,6,7,1,-3,-2,-1.7,-12,62,-13,x
CCOC(=O)C(NC(=O)c1ccccc1F)(Nc1cc(C)on1)C(F)(F)F (stereo not given),-7,-4,-1,-1,1,-2.5,3,x,-2,x
Cc1ccccc1Cc1c(C)nc2ncnn2c1C,-8,8,1,0,1,1.0,-16,-5,-8,x
O=C(COC(=O)CCSc1ccccc1)Nc1ccc(F)cc1Cl,9,3,1,5,-9,-1.3,-12,-27,11,-3
CC(C)C(C(=O)N1CCOCC1)N1C(=O)c2ccccc2C1=O (stereo not given),22,-6,-1,-2,-5,-0.6,9,-6,0,-2
N#CC1(C#N)C(c2ccccc2)OC23CCCCC2C1(C#N)C(=N)O3 (stereo not given),-17,-53,-6,6,1,0.6,-24,-14,-6,-6
COc1ccc(NC(=S)NCCc2ccc(Cl)cc2)c(OC)c1,-13,-4,2,3,0,-0.2,17,36,7,-4
CCN(CC)CCN(C(=O)CCOc1ccccc1)c1nc2ccc(F)cc2s1,-16,0,30,3,1,0.8,-10,5,14,3
O=[N+]([O-])c1ccc(CN2CCOCCOCCOCC2)cc1,-7,-6,-4,-1,-1,-1.6,-14,-34,5,1
C=CCSc1nc2c(c(=O)[nH]c(=O)n2C)n1C/C=C(/C)Cl,-14,-10,-1,-3,-1,0.8,8,-12,6,x
Cc1ccccc1CNC(=O)CCC(=O)N1CCOc2ccccc21,-10,6,x,-5,0,-0.4,-16,-14,x,-2

# Single records (already shown). Order of values: PvdQ acylase | dFosB activator | NSD2 inh | HTR5A ag ctr | V-ATPase pHluor | CDK5 inh | HTR5A inv ctr | SR-BI HDL uptake | MITF TRPM1 HTS | Wnt act
# Cc1ccccc1Cc1c(C)nc2ncnn2c1C across the screens: -8 | 8 | 1 | 0 | 1 | 1.0 | -16 | -5 | -8 | x
# COc1ccc(NC(=S)NCCc2ccc(Cl)cc2)c(OC)c1 across the screens: -13 | -4 | 2 | 3 | 0 | -0.2 | 17 | 36 | 7 | -4
# Cc1ccccc1CNC(=O)CCC(=O)N1CCOc2ccccc21 across the screens: -10 | 6 | x | -5 | 0 | -0.4 | -16 | -14 | x | -2
